Screens from PubChem BioAssay.
SENP1 inh: blocks the human SENP1 SUMO protease catalytic domain. Q9P0U3. recombinant SENP1 catalytic domain, CyPet-SUMO1-YPet FRET cleavage. inhibition, % at 10 µM. 360,000 compounds, 0.21% hits. AID 624204;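 active = inhibition at least 30% at 10 µM, raw YFP signal under a set limit, fluorescence ratio 0.5 to 1.5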;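 note: 0% = enzyme with DMSO and 100% = no enzyme wells; some results filed as inactive read as strong as hits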
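Assay system – human recombinant His6-tagged SENP1 catalytic domain enzyme · Input – SENP1 enzyme, 20 pM final · Buffer or medium – Tris pH 8 buffer plus EDTA, NaCl, BME, BSA, NP40, catalase · Schedule – 50 min reaction at room temperature · Technique – FRET read of cyan and yellow fluorescence · Control set – no-enzyme wells low, DMSO-plus-enzyme wells high control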
SENP6 inh: SENP6 protease inhibition; Q9GZR1; Recombinant SENP6 catalytic domain, aminoluciferin luminescence; inhibition, % at 10 µM; 330,000 compounds, 1.8% hits; AID 2599;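 active = inhibition above about 50% at the single tested dose, limit read from the data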;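 note: plate controls were DMSO wells with enzyme for no effect and DMSO wells lacking enzyme for full effect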
SENP8 block-1: inhibitors of human SENP8 protease | 360,000 compounds, 0.64% hits | recombinant SENP8, Nedd8 substrate fluorescence | inhibition, % at 20 µM | AID 602440 | Q96LD8; in the data active = inhibition mostly above about 40%, no sharp cut-off; inactive = mostly below about 27%
SENP7 block: inhibitors of human SENP7 protease; 330,000 compounds, 1.5% hits; recombinant SENP7, Z-RLRGG-aminoluciferin luminescence, 40 min; Q9BQF6; inhibition, % at 5 µM; AID 434973;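 active = inhibition above about 50% at the single test dose, limit read from the data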;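 note: plate controls were DMSO with enzyme for no effect and no enzyme buffer wells for full effect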
PfGluPho inh: PfG6PD (Plasmodium falciparum) enzyme inhibition | 350,000 compounds, 0.78% hits | PfGluPho enzyme, NADPH resazurin-diaphorase fluorescence | inhibition, % at 20 µM;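 active = inhibition reaching at least a set limit at 20 µM in the primary screen, cut at about 59% in these data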;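 note: 0% = DMSO wells with substrate and 100% = DMSO wells lacking glucose-6-phosphate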
SENP8 block-2: inhibitors of human SENP8 protease; 330,000 compounds, 1.2% hits; inhibition, % at 10 µM; Q96LD8; AID 2540; purified SENP8, Z-RLRGG-aminoluciferin cleavage, luminescence; in the data active = inhibition above about 50%
HKDC1 inhibitor: inhibitors of human hexokinase HKDC1; recombinant HKDC1, G6PDH/diaphorase resazurin coupled fluorescence; inhibition, % at 20 µM; 340,000 compounds, 0.16% hits; AID 493160;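 active = inhibition above about 35% when tested at 20 µM, limit read from the data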;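 note: plate controls were DMSO wells with enzyme for no effect and DMSO wells lacking enzyme for full effect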
Target sequence (Q2TB90 whole entry, looked up): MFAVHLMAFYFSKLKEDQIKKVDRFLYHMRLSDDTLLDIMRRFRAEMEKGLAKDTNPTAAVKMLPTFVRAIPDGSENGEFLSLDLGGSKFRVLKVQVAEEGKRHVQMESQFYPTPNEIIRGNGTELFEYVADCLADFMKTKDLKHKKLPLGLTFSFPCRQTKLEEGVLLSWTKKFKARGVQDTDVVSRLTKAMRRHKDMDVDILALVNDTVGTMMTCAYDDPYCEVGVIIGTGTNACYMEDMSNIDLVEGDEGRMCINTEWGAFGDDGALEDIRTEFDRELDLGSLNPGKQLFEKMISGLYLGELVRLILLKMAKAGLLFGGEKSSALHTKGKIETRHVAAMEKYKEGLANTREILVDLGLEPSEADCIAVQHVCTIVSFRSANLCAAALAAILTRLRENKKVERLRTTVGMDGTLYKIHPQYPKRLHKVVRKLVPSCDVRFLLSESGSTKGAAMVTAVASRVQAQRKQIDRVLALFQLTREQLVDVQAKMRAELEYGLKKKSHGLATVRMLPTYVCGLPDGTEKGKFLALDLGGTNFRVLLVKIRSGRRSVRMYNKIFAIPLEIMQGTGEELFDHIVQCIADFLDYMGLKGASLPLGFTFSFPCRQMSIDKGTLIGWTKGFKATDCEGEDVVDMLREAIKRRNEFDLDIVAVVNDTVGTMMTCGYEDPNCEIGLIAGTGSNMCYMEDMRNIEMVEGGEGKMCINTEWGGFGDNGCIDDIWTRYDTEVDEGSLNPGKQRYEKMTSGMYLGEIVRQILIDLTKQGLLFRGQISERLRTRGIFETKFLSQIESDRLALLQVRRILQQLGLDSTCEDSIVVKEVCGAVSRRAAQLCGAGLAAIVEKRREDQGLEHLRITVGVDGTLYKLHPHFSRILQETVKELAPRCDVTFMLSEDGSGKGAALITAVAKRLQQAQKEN
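System: Recombinant HKDC1 hexokinase | Amount: HKDC1 at 5 µg/mL | Reagent: Glucose with 1 mM ATP | Doses: Single 20 µM dose | Incubation: Reaction time 90 min, room temperature, protected from light | Signal: Coupled resazurin fluorescence, excitation 525 nm, emission 613 nm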
Apaf-1 inh: inhibitors of human Apaf-1 apoptosome | O14727 | reconstituted apoptosome caspase-3 activity, DEVD-Rh110 fluorescence | inhibition, % at 20 µM | 330,000 compounds, 0.71% hits | AID 489030; active = inhibition of at least 40% at 20 µM;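 note: plate controls were DMSO wells for no effect and DEVD-CHO caspase inhibitor wells for full effect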
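Material: cell-free apoptosome with Apaf-1, procaspase-3 and caspase-9; Buffer or medium: Hepes pH 7.5 with detergent and BSA; Reagent: cytochrome c trigger plus (Z-DEVD)2-Rh110 caspase-3 substrate; Times: compound with Apaf-1, dATP, procaspase-3 30 min, then 50 min reaction, room temperature; Technique: Rh110 fluorescence intensity.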
* marks the source's active call; other numbers are inactive results; · = not tested or not shown. Rows were taken by chance; any-hit rate near 3.6%.

Below each SMILES: SENP1 inh	PfGluPho inh	SENP7 block	HKDC1 inhibitor	Apaf-1 inh	SENP8 block-2	SENP8 block-1	SENP6 inh
> CC(=O)c1cccc(CN2CCN(Cc3ccc(C)cc3)C(CCO)C2)c1 (stereo not drawn)
 : 1	-3	5	-5	4	-1	3	2
> COC(=O)c1ccc(/C=C/C(=O)OCC(=O)Nc2sccc2C(N)=O)cc1
 : -1	-15	-2	9	5	-13	4	0
> CCOC(=O)C1CCN(S(=O)(=O)c2c(C)n[nH]c2C)CC1
 : 1	-6	2	-3	-3	-4	21	-2
> O=C(Nc1ccc2oc(-c3ccc4ccccc4c3)nc2c1)c1ccc2c(c1)OCCO2
 : -17	-5	3	-5	0	-6	-257	-2
> CCN(CC(=O)NCc1ccc(Cl)cc1)C(=O)CSc1ccc(F)cc1
 : 3	2	6	3	12	-10	5	-5
> Cc1cccc(-c2nc(CN3CCN(Cc4cccc(F)c4)CC3)c(C)o2)c1
 : -57	-4	-2	-1	10	-7	-21	3
> Cc1ccc(C(=O)N(C)Cc2ccc(N3CCOCC3)cc2)cc1S(=O)(=O)NCc1ccccc1
 : -1	-5	-5	-3	-4	11	10	-1
> CCOC(=O)c1ccc(S(=O)(=O)n2c(=O)oc3ccccc32)cc1
 : 3	-29	-2	-1	-8	-2	9	-3
> COCc1nnc(NS(=O)(=O)c2ccc(NC(C)=O)cc2)s1
 : 3	-3	-2	-3	1	-3	17	-7
> C=CCNc1nc(N2CCOCC2)c(C#N)c2c1CN(C)CC2
 : -26	20	11	8	28	1	-254	38
> CSC1=C(C#N)C(CC(C)C)C2=C(CCCC2=O)N1 (stereo not drawn)
 : -13	29	3	4	-5	-2	-270	-8
> O=C(O)C1CC(c2cccc(Br)c2)=NO1 (stereo not drawn)
 : 3	-23	7	-3	-6	1	19	8
> CCn1c(SCC(=O)NC2CC2)nnc1-c1ccc(F)cc1
 : 3	7	10	-3	-6	-5	1	-11
> CC(CN1CCOCC1)C(=O)O (stereo not drawn)
 : 0	-8	1	-1	2	-6	10	-6
> O=[N+]([O-])c1cccc(Nc2c([N+](=O)[O-])ccc3nonc23)c1
 : 5	-13	-1	1	4	1	31	8
> COc1ccc(S(=O)(=O)NC2CCN(Cc3ccccc3)CC2)cc1NC(C)=O
 : -20	-3	-7	-1	-2	-3	4	-17
> Cc1cc(C)n2nc(SCc3nnc(SCc4ccccc4)s3)nc2n1
 : -2	14	3	29	1	4	17	-7
> Cc1ccc(C)c(NC(=O)CSc2nc3c(c(=O)n2C)SC(C)C3)c1 (stereo not drawn)
 : -1	28	7	-6	5	2	6	-8
> O=C(Cc1cccc2ccccc12)NN1C(=O)CSC1=S
 : -1	-16	-7	-6	10	-11	7	6
> O=C(NCC(=O)N1CCN(c2ncccn2)CC1)c1cccs1
 : 2	-13	0	-4	1	-5	-5	-3

New compounds follow:
Below each SMILES: SENP1 inh	PfGluPho inh	SENP7 block	HKDC1 inhibitor	Apaf-1 inh	SENP8 block-2	SENP8 block-1	SENP6 inh
> O=C(NCCS(=O)(=O)N1CCN(c2ccccc2)CC1)C1CC1
 : 2	-4	-6	-2	12	-4	15	-11
> O=C(Oc1c(-c2ccccc2Cl)oc2ccccc2c1=O)c1ccc(Cl)cc1
 : 4	-4	1	2	9	2	6	-16
> COC(=O)COn1c(SC(C)C)nc2ccccc2c1=O
 : 1	-12	3	-2	8	6	13	8
> O=C(COC(=O)c1c2c(nc3ccccc13)CCCC2)Nc1ccc2c(c1)OCO2
 : -2	3	0	-5	14	0	6	-15
> COc1cccc(N2C(=O)CC(NNC(=O)c3cccs3)C2=O)c1 (stereo not drawn)
 : 2	-13	6	6	-16	-1	16	-2
> COc1cnn(-c2ccc(C)cc2)c(=O)c1SCc1ccccc1
 : -2	66*	-8	-1	-1	-3	-9	0
> CCN(CC)CCNC(=O)CCCCn1c(=S)[nH]c2c([nH]c3ccc(OC)cc32)c1=O
 : ·	64*	6	-1	2	-6	·	-9
> Cn1c(Cn2c(=O)sc3ccccc32)nnc1SCC(=O)NCc1ccccc1Cl
 : 1	-18	-1	-4	-5	5	15	5
> COc1cc(-c2nc3ccccn3c2/N=C/c2cccc(F)c2)ccc1O
 : -36	13	11	-4	6	-3	-355	5
> O=C(COC(=O)c1cccnc1Cl)Nc1ccc(N2CCCCC2)cc1
 : 1	4	-3	1	8	-3	6	-8
> CCCCOC(=O)C1=C(C)NC(=O)NC1c1ccc2c(c1)OCO2 (stereo not drawn)
 : 0	-12	·	2	·	·	5	·
> C=C(C)c1cccc(C(C)(C)NC(=O)Nc2nncs2)c1
 : 0	12	1	-8	1	-3	20	-6
> COc1ccc(OC)c(C(=O)NC(CC(N)=O)c2ccc(N3CCC(N4CCCC4)CC3)c([N+](=O)[O-])c2)c1 (stereo not drawn)
 : 1	-1	1	-3	-4	2	-19	1
> CCCNC(=O)c1cccc(COc2ccccc2OC)c1
 : 0	4	9	-10	-2	3	0	5
> COc1ccc(CNC(=O)COC(=O)c2ccccc2C(=O)c2ccccc2)cc1
 : 0	-7	13	-7	9	0	21	0
> NC1=NC(c2ccc(F)cc2)n2c(nc3ccccc32)N1 (stereo not drawn)
 : 0	0	7	-9	-19	-3	12	13
> Cc1ccc([C@H]2C(C(=O)O)=CC[C@@H](c3ccc4c(c3)OCO4)N2S(=O)(=O)c2ccc(C)cc2)cc1
 : 2	-27	2	13	4	5	4	10
> N#C/C(=C\c1ccc(-c2ccc(F)cc2)o1)C(=O)Nc1nc(-c2cccs2)cs1
 : -10	-12	5	-13	9	-1	17	-11
> COc1cc2[nH]c(=O)n(Cc3ccc(C(=O)N4CCC(N5CCCCC5)CC4)cc3)c(=O)c2cc1OC
 : 2	12	-8	-3	2	-8	-134	-18
> Cn1nc(C(F)(F)F)c(CN2CC(C)(C)C2=O)c1N1CCOCC1
 : 1	8	9	-6	-28	-4	3	-8

(list continues)
Below each SMILES: SENP1 inh	PfGluPho inh	SENP7 block	HKDC1 inhibitor	Apaf-1 inh	SENP8 block-2	SENP8 block-1	SENP6 inh
> O=C(NC(=S)Nc1ccc2oc(=O)ccc2c1)c1cccc(F)c1
 : 1	-4	-4	-4	2	17	6	3
> Cc1nc(N)sc1C(=O)OCC(C)C
 : -1	0	-11	-4	-5	8	8	-11
> CC(/C=C/c1ccco1)=N/NC(=O)C1COc2ccccc2O1 (stereo not drawn)
 : -9	36	-7	0	2	-4	14	-1
> CCc1ccc(C(=O)OCC(=O)N(CCOC)c2c(N)n(Cc3ccccc3)c(=O)[nH]c2=O)cc1
 : 2	-7	-2	-4	3	0	8	4
> N#CCCn1cc(/C=N/O)c(-c2ccc(-c3ccccc3)cc2)n1
 : 0	-4	2	7	13	0	19	-1
> O=C(O)CC(NC(=O)c1ccncc1)c1ccccc1 (stereo not drawn)
 : 2	13	-5	-4	-1	-12	13	-17
> COc1ccc(N2CCN(C(=O)c3ccc(C)c(NC(=O)C4=C(C)OCCS4)c3)CC2)cc1
 : 0	1	1	2	-3	1	11	5
> CCC(C)(C)NC(=O)C(c1ccc(C)cc1)N(CC1CCCO1)C(=O)CNC(=O)c1cccs1 (stereo not drawn)
 : 1	0	-1	-9	-1	-4	6	-12
> O=C(CN(C(=O)CNC(=O)c1ccco1)c1ccc(F)cc1)NC1CCCCC1
 : 0	-1	1	-3	-1	4	4	-10
> CC(C(=O)NC1CCCCC1)N(Cc1ccccc1)C(=O)c1snc(C(N)=O)c1N (stereo not drawn)
 : -9	-2	-4	-2	11	-2	-331	-12
> CCOCCOC(=O)COC(=O)c1ccccc1NC(=O)c1ccccc1
 : -1	-7	-2	-8	-12	1	-20	5
> COc1ccc(C(C)=O)cc1COC(=O)Cc1n[nH]c(=O)c2ccccc12
 : 0	19	10	-2	-1	-1	39	3
> O=C(Nc1sc2c(c1C(=O)NCc1ccco1)CCCC2)c1ccc2c(c1)OCO2
 : -94	16	9	-2	-1	6	-282	2
> COc1cc(/C=C/C(=O)OCC(=O)Nc2cc(C)c(C)cc2[N+](=O)[O-])ccc1O
 : 3	-17	1	4	-71	2	8	12
> Cc1ccc(C)c(S(=O)(=O)N2CCCC2CNC(=O)C(=O)NCC2CCCO2)c1 (stereo not drawn)
 : 3	6	2	-3	4	-1	10	-11
> Cc1nc(NC(=O)Nc2ccc(Cl)cc2)sc1C
 : -28	-1	-5	6	-2	-7	-1	-21
> CCN1CCN(CCCNC(=O)CCC(=O)N2CCOc3ccc(Cl)cc32)CC1
 : 3	-11	0	2	-11	7	3	-2
> COc1ccc(Cl)cc1NC(=O)CN(C)C(=O)c1cn(-c2ccccc2)nc1-c1cccnc1
 : -1	-10	3	2	26	-7	-2	5
> C/C=C/c1cc(CN2CCN(c3ccc(OC)cc3)CC2)c(O)c(OC)c1
 : 2	33	-1	-3	11	-10	15	-4
> CCc1nc2ccccc2c(=O)n1NC(=O)c1c(O)c2ccccc2n(CC)c1=O
 : 2	11	5	0	11	-5	-81	-4
> O=C(NCC1CCCO1)C1CCCN1C(=O)Nc1ccccc1[N+](=O)[O-] (stereo not drawn)
 : 3	-8	-3	-4	3	-2	7	-8

Profiles as entered above. Screens in order: SENP1 inh	PfGluPho inh	SENP7 block	HKDC1 inhibitor	Apaf-1 inh	SENP8 block-2	SENP8 block-1	SENP6 inh
Cc1nc(N)sc1C(=O)OCC(C)C is listed as -1	0	-11	-4	-5	8	8	-11
O=C(NCC1CCCO1)C1CCCN1C(=O)Nc1ccccc1[N+](=O)[O-] (stereo not drawn) is listed as 3	-8	-3	-4	3	-2	7	-8
CCOC(=O)c1ccc(S(=O)(=O)n2c(=O)oc3ccccc32)cc1 is listed as 3	-29	-2	-1	-8	-2	9	-3
CCn1c(SCC(=O)NC2CC2)nnc1-c1ccc(F)cc1 is listed as 3	7	10	-3	-6	-5	1	-11
COc1cc(-c2nc3ccccn3c2/N=C/c2cccc(F)c2)ccc1O is listed as -36	13	11	-4	6	-3	-355	5

Molecules listed so far with a thiophene ring, fused or not (six):
Below each SMILES: SENP1 inh	PfGluPho inh	SENP7 block	HKDC1 inhibitor	Apaf-1 inh	SENP8 block-2	SENP8 block-1	SENP6 inh
> COC(=O)c1ccc(/C=C/C(=O)OCC(=O)Nc2sccc2C(N)=O)cc1
 : -1	-15	-2	9	5	-13	4	0
> O=C(NCC(=O)N1CCN(c2ncccn2)CC1)c1cccs1
 : 2	-13	0	-4	1	-5	-5	-3
> COc1cccc(N2C(=O)CC(NNC(=O)c3cccs3)C2=O)c1 (stereo not drawn)
 : 2	-13	6	6	-16	-1	16	-2
> N#C/C(=C\c1ccc(-c2ccc(F)cc2)o1)C(=O)Nc1nc(-c2cccs2)cs1
 : -10	-12	5	-13	9	-1	17	-11
> CCC(C)(C)NC(=O)C(c1ccc(C)cc1)N(CC1CCCO1)C(=O)CNC(=O)c1cccs1 (stereo not drawn)
 : 1	0	-1	-9	-1	-4	6	-12
> O=C(Nc1sc2c(c1C(=O)NCc1ccco1)CCCC2)c1ccc2c(c1)OCO2
 : -94	16	9	-2	-1	6	-282	2
